D3 antag – D3 dopamine receptor (human) antagonism | max response, negative = inhibition, % | actives 2.5% (n = 360,000) | AID 652054 | D3R cells, DiscoveRx beta-arrestin luminescence, antagonist mode; stronger effect = lower value | P35462; in the data active = max response below about -50%; inconclusive = no clear call, values can overlap the other calls; also: % is scaled to controls: 0 for no effect and ±100 for the full control effect; mostly tested at two doses, the higher about 12 µM
Target sequence (P35462 whole entry, looked up): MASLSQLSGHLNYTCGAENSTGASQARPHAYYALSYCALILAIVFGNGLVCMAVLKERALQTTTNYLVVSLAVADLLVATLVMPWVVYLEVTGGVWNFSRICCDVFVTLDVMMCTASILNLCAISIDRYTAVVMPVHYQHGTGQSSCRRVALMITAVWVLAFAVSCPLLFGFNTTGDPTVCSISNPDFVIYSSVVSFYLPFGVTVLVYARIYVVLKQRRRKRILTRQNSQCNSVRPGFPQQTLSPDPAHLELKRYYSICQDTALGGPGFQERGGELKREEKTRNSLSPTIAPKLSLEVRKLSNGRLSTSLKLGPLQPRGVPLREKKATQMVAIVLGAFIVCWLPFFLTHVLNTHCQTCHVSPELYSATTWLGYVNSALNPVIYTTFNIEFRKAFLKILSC
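Cells plated overnight at 1500 cells/well, then exposed to library compounds with dopamine controls for 90 minutes at 37 degrees C. DiscoveRx reagent added for 30–60 minutes at room temperature; luminescence read, quantitative HTS format.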
DRD3 agonist – agonists of human D3 dopamine receptor. P35462. D3R DiscoveRx beta-arrestin cells, luminescence, 90 min. max activation, %. actives 0.58% (n = 410,000); in the data active = max activation above about 30%; also: 0% is about no effect; mostly tested at two doses, the higher about 12 µM
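Agonist mode: compounds and dopamine controls were applied to plated cells for 90 min at 37 degrees C after an overnight attachment at 1500 cells/well. Luminescent read-out followed 30 - 60 minutes at room temperature with DiscoveRx detection reagent.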
SW480 rereplic – induces DNA re-replication in SW480 colon adenocarcinoma cells | actives 1.8% (n = 340,000) | SW480 DNA re-replication, Hoechst DNA content imaging, 48 h | Potency, µM (series often up to 46.1 µM), for the others: at the top dose re-replication activation, usual class: activators; also: potency is read from the fitted curve at half-maximal effect; % of control where 0% means no effect; nearly all actives have a fitted effect of over 55% in size
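Per well, 250 cells were exposed to pinned compound for 48 hr. Nuclear DNA was visualised with Hoechst (40 min, 37 C) and total object intensity recorded by fluorescence scanning.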
GLP-1R agonist – activates the human GLP-1 receptor | P43220 | HEK293 GLP-1R CRE-luciferase, luminescence, 4-6 h; cells express a hypersensitive GLP-1R form | actives 0.007% (n = 380,000) | Potency, µM (series often up to 45.6 µM), for inactives: at the highest dose activation, hits mostly activators; also: potency is read from the fitted curve at half-maximal effect; % of control where 0% means no effect
Target sequence (P43220 whole entry, looked up): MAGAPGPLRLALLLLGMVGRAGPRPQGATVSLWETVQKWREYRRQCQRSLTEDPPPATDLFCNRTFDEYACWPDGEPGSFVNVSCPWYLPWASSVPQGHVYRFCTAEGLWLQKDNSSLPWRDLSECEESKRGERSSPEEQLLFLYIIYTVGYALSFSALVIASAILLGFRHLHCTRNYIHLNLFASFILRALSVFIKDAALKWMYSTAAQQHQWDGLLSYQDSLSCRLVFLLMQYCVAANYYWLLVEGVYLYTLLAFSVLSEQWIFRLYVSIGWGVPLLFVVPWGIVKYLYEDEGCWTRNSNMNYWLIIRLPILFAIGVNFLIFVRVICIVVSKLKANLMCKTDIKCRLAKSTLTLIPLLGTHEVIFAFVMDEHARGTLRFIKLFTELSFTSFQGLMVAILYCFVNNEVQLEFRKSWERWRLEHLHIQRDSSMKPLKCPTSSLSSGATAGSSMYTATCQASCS
KB-3-1 cytotox – kills parental KB-3-1 adenocarcinoma cells. KB-3-1 viability, CellTiter-Glo ATP luminescence, 72 h. Potency, µM (top dose mostly 46.1 µM), inactives show at the highest dose activity change, negative = cytotoxic, actives largely listed as cytotoxic. actives 1.4% (n = 400,000). AID 1347075; also: potency is read from the fitted curve at half-maximal effect; % is scaled to controls: 0 for no effect and ±100 for the full control effect; nearly all actives have a fitted effect of over 60% in size
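KB-3-1 parental drug-naive adenocarcinoma cells in DMEM/10% FBS, incubated 72 h at 37 C with pin-transferred compounds across a concentration series. Viability by CellTiter-Glo luminescence; concentration-response curves fitted after normalization.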
IL1B secr inh – inflammasome signaling inhibition, IL-1 beta readout. THP-1 LPS/ATP IL-1B secretion, AlphaLISA, 16 h; stronger effect = lower value. activity change, % at 57.5 µM. actives 4.7% (n = 360,000); in the data active = activity change below about -50%; inconclusive = mostly about -30% to -49%; also: % is scaled to controls: 0 for no effect and ±100 for the full control effect
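Secreted IL-1B measured by AlphaLISA bead assay after 16 h compound exposure of THP-1 cells; compounds (final up to 57.5 uM) added 1 h before LPS (250 ng/mL) and ATP (1.25 mM) stimulation; lower signal means less secretion.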
KB-V1 cytotox – KB-V1 MDR subline cytotoxicity | KB-V1 MDR cells viability, CellTiter-Glo, 72 h | Potency, µM (top dose mostly 46.1 µM), for inactives: at the top dose activity change, negative = cytotoxicity, usual class: cytotoxic | actives 3.4% (n = 400,000); also: potency is read from the fitted curve at half-maximal effect; % is scaled to controls: 0 for no effect and ±100 for the full control effect; nearly all actives have a fitted effect of over 60% in size
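Following 72 h at 37 degrees C with compound, KB-V1 cell viability was read by CellTiter-Glo luminescence, medium being phenol-red-free DMEM plus 10% FBS; concentration-response parameters came from normalized, curve-fitted qHTS data.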
HT1080NT lethal – kills 2HG-producing HT-1080-NT fibrosarcoma cells. HT-1080-NT fibrosarcoma viability, CellTiter-Glo ATP luminescence, 48 h. Potency, µM (top dose mostly 46.1 µM), without a hit: at the highest dose activity, negative = less viability, hits mostly cytotoxic. actives 1.6% (n = 360,000). AID 686970;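 also: NT is the 2HG producing partner of a matched IDH1 knockdown line; potency is read from the fitted curve at half-maximal effect; 0% = DMSO-treated cells and -100% = media-only wells without cells; nearly all actives have a fitted effect of over 55% in size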
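A 48-hour cytotoxicity screen used HT-1080-NT cells plated 2 hours before compound delivery. ATP-based CellTiter-Glo luminescence measured viability, normalized to DMSO and no-cell controls.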
HT1080 IDH1KD tx – HT-1080 IDH1 knockdown cell toxicity (counter line). HT-1080 IDH1 knockdown viability, ATP luminescence, 48 h. Potency, µM (top dose mostly 46.1 µM), without a hit: at the top dose activity, negative = toxicity, most hits filed as cytotoxic. actives 2% (n = 360,000). AID 686971;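 also: potency is read from the fitted curve at half-maximal effect; 0% = DMSO wells and -100% = cell-free medium wells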
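Assay cells: HT-1080 with IDH1 knockdown, 750 per well, RPMI/5% FBS. Exposure: 48 h at 37 °C following 2 h pre-incubation. Read: CellTiter-Glo luminescence; fitted concentration-response, curve class assigned.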
The depositor's hits bear a star; ? = inconclusive; . = no result given; & = joins results of further samples; [ ] = remark or other dose. Unless noted, calls follow the shape of the dose curve; as a rule, active = well fitted curve in the direction sought with a large enough effect; inconclusive = small, poorly fitted or top-dose-only effect, or another doubt; inactive = no such curve, though single readings can be large; an effect the other way counts as inactive or inconclusive.

SMILES	D3 antag	DRD3 agonist	SW480 rereplic	GLP-1R agonist	KB-3-1 cytotox	IL1B secr inh	KB-V1 cytotox	HT1080NT lethal	HT1080 IDH1KD tx
CN1CCN(CCNC(=O)Nc2ccc(Cl)cc2)CC1	-25	-23	-6%	2%	8%	-19	3%	8%	-1%
C/C(N)=C(/C#N)C(=O)CSc1nc2ccccc2c(=O)n1Cc1ccc(C)cc1	-23	-1	?	13%	?	-12	?	?	16µM*
COC(=O)C1=C(C)NC2=C(C(=O)CC(C)(C)C2)C1c1ccsc1 (stereo not drawn)	20	-18	-13%	-3%	2%	-7	?	9%	0%[9.24 µM]
CC(=O)NC(CC(=O)Nc1ccc(S(=O)(=O)N2CCOCC2)cc1)c1ccccc1 (stereo not drawn)	1	4	-4%	-8%	17%	4	0%	4%	17%
CCN1C[C@@H]2[C@@H]3C(=O)N(Cc4ccccc4)C(=O)[C@@H]3[C@](CC)(C(=O)OC)N2C1=NC	11	5	-4%[9.22 µM]	1%	18%	10	17%	16%	12%
O=C(N/N=C/c1ccncc1)c1ccncc1	-8	-10	?	5%	30%	-14	-3%	-1%	2%
CCOC(=O)CCCn1nc(C)n2c(cc3sccc32)c1=O	-15	2	-3%	22%	-4%	-1	0%	-3%	-3%
CC(=O)c1cccc(S(=O)(=O)N2CCCC(c3nc(-c4ccc(C)o4)no3)C2)c1 (stereo not drawn)	5	2	0%	?	-17%	-12	15%	3%	8%
O=C(NNC(=O)C1CCN(C(=O)Nc2ccccc2)CC1)c1ccc([N+](=O)[O-])cc1	-4	1	-4%	-2%	0%	11	0%	0%	1%
CCOc1ccc(N2C(=O)/C(=C\c3ccccc3OC)S(=O)(=O)C2c2cccc([N+](=O)[O-])c2)cc1 (stereo not drawn)	8	-1	2%	-3%	-5%	-7	13%	9%	1%

2 successive entries already listed:
SMILES	D3 antag	DRD3 agonist	SW480 rereplic	GLP-1R agonist	KB-3-1 cytotox	IL1B secr inh	KB-V1 cytotox	HT1080NT lethal	HT1080 IDH1KD tx
O=C(N/N=C/c1ccncc1)c1ccncc1	-8	-10	?	5%	30%	-14	-3%	-1%	2%
CCOC(=O)CCCn1nc(C)n2c(cc3sccc32)c1=O	-15	2	-3%	22%	-4%	-1	0%	-3%	-3%

(next part)
SMILES	D3 antag	DRD3 agonist	SW480 rereplic	GLP-1R agonist	KB-3-1 cytotox	IL1B secr inh	KB-V1 cytotox	HT1080NT lethal	HT1080 IDH1KD tx
Cc1ccc(NC(=O)CNC(=O)CC23CC4CC(CC(C4)C2)C3)c(O)c1	9	0	-1%	-2%	-23%	-52*	0%	5%	-10%
Brc1cccc(CNc2nc3ccccc3n2CCN2CCOCC2)c1	-7	-8	-10%	5%	6%	-12	-5%	-18%	-21%
CN1CCN(NC(=O)/C=C/c2ccc(C(C)(C)C)cc2)CC1	10	-1	-2%	4%	2%	0	1%	-14%	-18%
COc1ccccc1NC(=O)c1oc2ccccc2c1NC(=O)c1ccco1	25	4	5%	-11%	?	0	?	5%	-8%
COc1ccc(NC(=O)C2CCCN2S(=O)(=O)c2ccc3c(c2)CCC(=O)N3)cc1Cl (stereo not drawn)	-1	5	2%	18%	3%	38	7%	6%	10%
COc1ccc(C(=O)CSc2nnn(-c3cccc(NC(C)=O)c3)n2)cc1	21	14	-9%	24%	-1%	.	-29%	-3%	-13%
CCCCN(C(=O)c1ccc(S(=O)(=O)N2CCC(C)CC2)cc1)C1CCS(=O)(=O)C1 (stereo not drawn)	17	2	-5%	0%	1%	-9	-2%	12%	13%
Cc1ccc(S(=O)(=O)NCCC(=O)Nc2ccc(C)c(Cl)c2)cc1C	8	2	1%	-5%	2%	-4	-7%	-17%	-21%
CN(C)CCCNC(=O)CC(c1ccc(F)cc1)c1ccco1 (stereo not drawn)	36	-2	-7%	-2%	0%	16	0%	3%	-1%[9.24 µM]
CC(C)N(Cc1ccccc1)S(=O)(=O)c1cccs1	-6	-1	5%	-5%	0%	41	13%	4%	-1%
COc1ccc(C)cc1N(C(=O)c1ccccc1F)c1nc2ccccc2s1	?	-3	9%	2%	-15%	8	-14%	-2%	-15%
CC1CC(C)CN(c2ccc(S(=O)(=O)N3CCOCC3)cc2)C1 (stereo not drawn)	-3	-9	-2%	-1%	.	-10	.	5%	-10%
COC(=O)c1cc2ccccn2c2c(C(=O)OC)c(C(=O)OC)cc1-2	0	7	-4%	-7%	-2%	-15	-18%	5%	4%
Cc1ccc(C(=O)OCC(=O)N(CC(C)C)c2c(N)n(Cc3ccccc3)c(=O)[nH]c2=O)o1	12	5	?	-7%	?	-4	29%	0%	-3%
Cc1cc(C)c2c(-n3cccc3)c(NC(=O)OCc3ccccc3)sc2n1	-3	3	-4%	18%	-15%	-6	?	-4%	-19%
CC(=O)NCN1CCN(CNC(C)=O)CC1	7	2	2%	1%	21%	6	-2%	15%	10%
Cc1ccc(C(=O)Nc2cccc(NC(=O)c3cccnc3)c2)cc1	5	4	-101%[inhibitor]	1%	5%	9	?	1%	0%
CCOc1ccc(OCC(=O)OCn2c(SC)nnc(C)c2=O)cc1	0	3	-5%	-1%	5%	56	0%	6%	6%
CN(CC(=O)Nc1ccc(Cl)cc1)C(=O)CNC(=O)c1cccs1	29	0	-13%	2%	-2%	26	-9%	-9%	-3%
Cc1cc(NC(=O)c2ccc(-c3ccccc3[N+](=O)[O-])o2)no1	-20	-29	-3%	15%	-2%	1	2%	23%	17%
CN(C)c1ccc(/C=C(\NC(=O)c2ccccc2)C(=O)NCCN2CCOCC2)cc1	10	6	-21%	14%	25%	-13	-2%	15%	9%
Cc1nnc2n(c1=O)N=C(c1ccc(Cl)cc1)CS2	-18	1	-13%	-8%	8%	-5	-18%	-17%	-20%
Cc1cc(N2C(=O)C(O)=C(C(=O)c3ccco3)C2c2ccc(Cl)cc2)no1 (stereo not drawn)	4	3	-2%	-8%	-15%	48	-13%	0%	-1%
Cc1ccc(Nc2nc3ccccc3c(=O)s2)cc1C	?	-7	-82%	-20%	-5%	0	-29%	-4%	-1%
Cn1c(NC(=O)c2ccc(F)cc2)c(-c2cccs2)c(=O)c2ccccc21	-3	-1	2%	-7%	4%	-58*	-2%	9%	-6%
Nn1c(Cc2cccc3ccccc23)nnc1SCc1ccccc1Cl	2	-2	-2%	?	-4%	0	-4%	-6%	-3%
Cc1ccc(CN2CCN(Cc3ccco3)CC2)cc1	?	-19	9%	1%	3%	7	0%	9%	2%
COc1ccc(NC(=O)C[C@H]2C(=O)N(c3ccc(OC)cc3)C[C@@H]2C)cc1	5	-3	.	4%	-10%	26	-3%	9%	4%
O=S(=O)(Nc1ccc(Br)cc1)N1CCOCC1	-4	-6	?	-2%	-9%	-4	-3%	0%	4%
O=C(Nc1cccc(OC(F)(F)F)c1)c1cccc2c(-c3cccnc3)coc12	0	-15	.	-6%	0%	-28	-4%	?	?
Cn1c(=O)c2[nH]c(Cc3ccsc3)nc2n(C)c1=O	1	2	9%	7%	12%	23	-2%	-3%	8%
CCOC(=O)Cc1csc(NC(=O)CCCC(=O)O)n1	5	-12	-16%	-3%	13%	3	7%	7%	10%
CC12CC(NC(=O)N1Cc1ccccc1)c1ccccc1O2 (stereo not drawn)	15	1	-9%	-17%	-9%	6	?	1%	0%
O=C(c1ccc2c(c1)C(=O)N(Cc1ccco1)C2O)N1CCOCC1 (stereo not drawn)	-15	-9	2%	4%	-1%	0	11%	0%	2%
O=C(O)/C=C/C(=O)Nc1ccccc1-c1ccccc1NC(=O)/C=C/C(=O)O	6	-8	-1%	2%	1%	-1	?	21%	19%
Nc1cnn(Cc2ccc(F)cc2)c1	0	9	-10%	-4%	3%	15	10%	-27%	-1%
COc1cc(C(C)=O)ccc1OCC(=O)Nc1cc(S(=O)(=O)N2CCOCC2)ccc1N1CCCC1	0	-6	-7%	12%	0%	-14	0%	0%	-6%
O=S(=O)(NCc1cc(-c2ccc(Cl)cc2)no1)c1ccc(Cl)cc1	-14	-4	-2%	-3%	-6%	5	-23%	?	-16%
Cc1cc(C)nc(NC2=NCC(=O)N2c2ccc(F)c(Cl)c2)n1	-20	-2	-6%	2%	17%	-3	-3%	12%	2%
CCC(C)(C)NC(=O)C1CCN(c2nc(C)cc(C)n2)CC1	18	-18	-7%	-1%	-14%	-1	?	-17%[9.24 µM]	-19%
CCOC(=O)c1ccc(NC(=O)Nc2ccccn2)cc1	6	5	3%	5%	4%	6	?	-16%	-11%
Brc1nc(-c2ccccc2)nc(-c2ccccc2)c1Br	-1	3	-7%	0%	9%	21	?	1%	-1%
COc1cc(NC(=O)c2cc(C)on2)cc(C(=O)Nc2cccc(C(F)(F)F)c2)c1	-12&-9	1&-23	-18%	7%&1%	?	-17&-10	22%&-23%	?	?
OCCC1CN(Cc2cn[nH]c2C2CCCCC2)CCN1C1CCCC1 (stereo not drawn)	-20	-15	-7%[1.84 µM]	-1%	0%	3	2%	-7%	-3%
CC(C)c1ccccc1OCCNS(C)(=O)=O	-1	6	-8%	-6%	6%	-3	-6%	-1%	4%
CCN1C(=O)[C@H]2[C@@H](c3ccc(-c4ccccc4)cc3)N[C@@](C)(C(=O)OC)[C@H]2C1=O	?	-4	-12%	-5%	-4%	-5	-10%	7%	15%
CCOc1ccc(CCNC(=O)CN2C(=O)NC3(CCCC3)C2=O)cc1OCC	4	1	-3%	-3%	16%	2	6%	0%	11%
N=c1c2c(ncn1CCN1CCOCC1)Oc1ccc3ccccc3c1C2c1ccccc1 (stereo not drawn)	11	-6	-11%	1%	13%&-10%	?	4%&0%	-1%	-7%
C=CCN1C(C(=O)c2ccccc2)=C(OC(=O)COc2ccccc2)c2ccccc2S1(=O)=O	-19	-1	?	-11%	?	3	12µM*	?	?
